Assay outcomes: PubChem, Sanford-Burnham Center for Chemical Genomics
CCR6 antagonist = blocks CCL20-driven beta-arrestin recruitment at human CCR6. P51684. CHO-K1 CCR6 PathHunter beta-arrestin, luminescence, CCL20-stimulated. inhibition, % at 20 µM. hit rate 0.49% among 340,000;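 active = compounds whose inhibition of the agonist-driven luminescence signal at 20 µM reaches about 50%, limit read from the data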;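 also: cells stimulated with CCL20 at 14 nM final; plate controls were DMSO with CCL20 for no effect and DMSO without agonist for full effect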
APJ ag = APJ receptor agonism; hit rate 0.11% among 330,000; P35414; CHO-K1 APJ PathHunter beta-arrestin, luminescence; 0% DMSO wells, 100% apelin; activation, % at 20 µM;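 active = activation more than six SD over the plate average, tested at 20 µM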;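 also: 0% = DMSO alone and 100% = apelin-13 at 10 nM; some results filed as inactive read as strong as hits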
Target sequence (P35414 whole entry, looked up): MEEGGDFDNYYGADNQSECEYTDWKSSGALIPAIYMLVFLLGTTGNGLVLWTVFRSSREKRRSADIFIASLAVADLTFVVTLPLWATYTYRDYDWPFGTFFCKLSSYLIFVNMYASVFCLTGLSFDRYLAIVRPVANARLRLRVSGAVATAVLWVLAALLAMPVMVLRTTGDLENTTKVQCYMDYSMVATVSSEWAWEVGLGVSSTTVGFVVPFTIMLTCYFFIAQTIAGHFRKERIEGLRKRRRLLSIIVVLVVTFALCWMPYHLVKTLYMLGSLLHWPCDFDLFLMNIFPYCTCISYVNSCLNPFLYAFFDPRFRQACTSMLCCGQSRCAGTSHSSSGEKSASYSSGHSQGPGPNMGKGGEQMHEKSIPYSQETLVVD
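Assay system: CHO-K1 cells stably expressing ProLink-tagged human APJ and arrestin–beta-gal acceptor. Compound dosing: 20 µM single point, 1% DMSO. Times: 16-18 h seeding, 90 min dark compound exposure, 60 min detection. Detection: beta-gal luminescence. Evaluation: APJ–arrestin association signal. Controls: negative DMSO alone, positive Apelin-13 at 10 nM.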
EBI2 antag = EBI2 (human) antagonism. AID 651636. inhibition, % at 5 µM. P32249. EBI2 beta-arrestin recruitment, luminescence, 7a,25-OHC stimulated. hit rate 0.81% among 360,000; in the data active = inhibition above about 38%;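 also: enzyme fragment complementation signal reports receptor beta-arrestin coupling in cells; 0% = agonist plus DMSO wells and 100% = wells without agonist; some results beyond the cut were filed as inactive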
APJ antag = antagonists of human APJ apelin receptor; hit rate 0.32% among 330,000; CHO-K1 APJ beta-arrestin complementation, luminescence; inhibition, % at 20 µM;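 active = inhibition above about 40% at 20 µM, limit read from the data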;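 also: cells challenged with 10 nM apelin-13 agonist together with compound; plate controls were apelin-13 plus DMSO wells for no effect and DMSO wells lacking apelin-13 for full effect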
Gli-Sufu block = Gli-Sufu pathway antagonism. hit rate 0.74% among 340,000. inhibition, % at 5 µM. Sufu-KO-LIGHT fibroblasts, Gli luciferase reporter luminescence;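 active = inhibition above about 55%, limit read from the data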;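 also: 0% = DMSO-treated cells and 100% = wells with medium but no cells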
UBC13 polyUb = human UBC13 polyubiquitination inhibition | hit rate 0.47% among 330,000 | UBC13 polyubiquitin chain formation, TR-FRET | AID 485273 | P61088 | inhibition, % at 20 µM; in the data active = inhibition above about 45%, passing the limit was not always enough
Target sequence (P61088 whole entry, looked up): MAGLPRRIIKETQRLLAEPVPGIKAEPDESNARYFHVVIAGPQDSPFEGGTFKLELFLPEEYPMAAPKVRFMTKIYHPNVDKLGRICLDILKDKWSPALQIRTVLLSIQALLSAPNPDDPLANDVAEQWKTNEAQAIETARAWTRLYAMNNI
CXCR6 inh = CXCR6 (human) receptor inhibition; O00574; CHO-K1 PathHunter CXCR6 beta-arrestin, luminescence; inhibition, % at 20 µM; hit rate 0.36% among 360,000; in the data active = inhibition above about 34%, passing the limit was not always enough;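 also: antagonist mode with CXCL16 agonist at 10 nM final; 0% = 10 nM CXCL16 with DMSO and 100% = unstimulated wells without agonist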
ATG4B inh = inhibitors of human ATG4B cysteine protease; inhibition, % at 8.33 µM; Q9Y4P1; hit rate 0.51% among 340,000; ATG4B cleavage of LC3-PLA2, NBD-HPC fluorescence, 1 h; AID 504462; in the data active = inhibition above about 40%
Target sequence (Q9Y4P1 whole entry, looked up): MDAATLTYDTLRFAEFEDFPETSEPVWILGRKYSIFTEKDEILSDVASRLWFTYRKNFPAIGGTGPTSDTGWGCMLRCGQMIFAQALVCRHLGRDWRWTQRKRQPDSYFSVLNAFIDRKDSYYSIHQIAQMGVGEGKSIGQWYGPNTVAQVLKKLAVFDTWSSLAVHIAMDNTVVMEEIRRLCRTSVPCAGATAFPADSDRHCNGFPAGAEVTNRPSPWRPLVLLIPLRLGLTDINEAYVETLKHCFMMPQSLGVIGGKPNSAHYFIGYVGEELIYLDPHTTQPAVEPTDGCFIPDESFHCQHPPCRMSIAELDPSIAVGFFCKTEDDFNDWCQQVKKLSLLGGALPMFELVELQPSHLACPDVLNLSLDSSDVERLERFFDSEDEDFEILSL
Numbers without * were called inactive; x = not tested or not shown; & = joins results of further samples.

no. | SMILES | Gli-Sufu block | ATG4B inh | APJ antag | CXCR6 inh | APJ ag | UBC13 polyUb | EBI2 antag | CCR6 antagonist
1 | O=S(=O)(Nc1ccccc1Cl)c1ccc(-c2ccccn2)s1 | -1 | 4 | 0 | 0 | -3 | -9 | -7 | 8
2 | O=C(Cc1cccs1)NCC1CCCO1 (centres undefined) | -5 | 4 | 17 | -7 | 2 | 5 | -8 | -3
3 | CCc1nnc(NC(=O)[C@@H](NC(=O)c2cccc(S(=O)(=O)N3CCOCC3)c2)C(C)C)s1 | -1 | -9 | 4 | -5 | 0 | 2 | -11 | -24
4 | Cc1ccccc1NC(=O)CSc1nnc(-c2ccco2)n1N | -18 | -6 | -52 | 3 | -5 | -3 | -2 | -11
5 | COc1cccc2c1N1C(=O)c3c(C(=O)O)cccc3C1CC2(C)C (centres undefined) | -22 | -2 | x | -2 | x | x | -13 | 0
6 | COc1ccc(NC2CCCN(C(=O)c3ccc(CSC)o3)C2)cc1OC (centres undefined) | -13 | -6 | -20 | -10 | 1 | -12 | -11 | -6
7 | CC(C)CC(=O)NS(=O)(=O)c1ccc(N)cc1 | -1 | 1 | 3 | -8 | -6 | 2 | -4 | 1
8 | O=C(CN1C(=O)c2cccc3cccc(c23)C1=O)N1CCOCC1 | -6 | 9 | 12 | 0 | -2 | -1 | -10 | 3
9 | Cc1ccn2c(=O)c(C(=O)NCCN3CCOCC3)c(O)nc2c1 | -4 | -4 | 7 | 8 | -3 | 3 | 8 | 9
10 | O=C(Nc1cccc([N+](=O)[O-])c1)C1C2CCCCC21 (centres undefined) | -2 | 2 | -22 | -5 | -3 | -6 | 3 | 7
11 | Cc1csc(CN(C)C(=O)CC2C(=O)NCCN2CC(C)(C)C)n1 (centres undefined) | -2 | 0 | -4 | 1 | 0 | -4 | 8 | 0
12 | O=C(CNC(=O)c1cccnc1)N/N=C/c1cccnc1 | 8 | 2 | -9 | -14 | -2 | -2 | -3 | -3
13 | N#CCNC(=O)C1c2ccccc2Oc2ccccc21 | -19 | -6 | 9 | -6 | -4 | -1 | -7 | 6
14 | COCCNC(=O)CSc1nc2cc(OC)c(OC)cc2c(=O)n1CCc1ccc(S(N)(=O)=O)cc1 | -2 | 3 | 8 | -16 | -4 | 3 | 1 | -11
15 | O=C(Nc1ccncc1)c1cc(-c2ccccn2)nc2ccc(Br)cc12 | 6 | 4 | 13 | 7 | 0 | 9 | -15 | -2
16 | CCCCNC(=O)C1(O)c2ccccc2NC(=O)N1c1ccc(Cl)cc1 (centres undefined) | 35 | 14 | 9 | -13 | -3 | 4 | -15 | 6
17 | CCN(CC(=O)Nc1c(F)cccc1F)C(=O)c1ccc2ncsc2c1 | 0 | -9 | 16 | -4 | 1 | -3 | -11 | 0
18 | COc1ccc2c(c1)CCc1c-2n[nH]c1C(=O)NCCC(C)C | -89 | -5 | 6 | 2 | 0 | 4 | 10 | 8
19 | COc1ccccc1NC(=O)C1CCN(C(=O)c2ccco2)CC1 | -25 | -2 | 10 | 3 | 0 | 3 | -3 | -9
20 | COC(=O)c1ccccc1NC(=O)C1CCC(=O)N1S(=O)(=O)c1ccc(C)cc1 (centres undefined) | 3 | -4 | -10 | 2 | 1 | 2 | -4 | -4

(list continues)
no. | SMILES | Gli-Sufu block | ATG4B inh | APJ antag | CXCR6 inh | APJ ag | UBC13 polyUb | EBI2 antag | CCR6 antagonist
21 | CC(=O)Nc1cccc(NC(=O)Nc2cccc(Cl)c2C)c1 | -2 | 20 | 15 | -6 | -2 | 13 | -14 | 18
22 | COc1cc(C)ccc1NC(=O)Cc1csc(NC(=O)Nc2ccccc2OC)n1 | 1 | -12 | -35 | -11 | -1 | 14 | 1 | -3
23 | COc1cc(-c2cc(=O)c3c(C)cc(O)cc3o2)cc(OC)c1OC | 24 | -4 | x | -2 | x | x | 12 | 13
24 | COc1ccc(F)cc1C(=O)C1CCCN(Cc2ccc3c(c2)OCCO3)C1 (centres undefined) | 18 | -13 | -5 | 1 | -3 | -2 | 4 | 10
25 | COC(=O)n1c(=O)oc2cc(S(=O)(=O)N3CCOCC3)ccc21 | 10 | -2 | -7 | 2 | -2 | 7 | 0 | -13
26 | COc1c(CC=C(C)C)c(O)cc2oc(=O)c3c4ccc(O)cc4oc3c12 | -8 | -12 | -122 | -4 | 11 | 1 | -11 | -5
27 | O=C(c1ccccc1)c1nc2ccccc2[nH]c1=O | 4 | -8 | 9 | -6 | -3 | 5 | -8 | 3
28 | COc1cc(C(=O)Nc2c(C)cc(C)cc2C)c(Br)c(OC)c1OC | 3 | -5 | -16 | -2 | 0 | -15 | -1 | -6
29 | CCCOc1c(Br)cc(C(=O)NCC)cc1OC | 8 | 2 | 4 | -10 | -1 | -6 | 5 | -8
30 | O=C(c1ccco1)C(O)c1ccco1 (centres undefined) | -2 | -2 | 52* | 34 | -13 | -1 | -11 | 58*
31 | O=[N+]([O-])CC(c1ccccc1)P(=O)(c1ccccc1)c1ccccc1 (centres undefined) | 6 | -6 | -1 | -3 | -4 | 1 | -4 | 1
32 | COCC(=O)N(Cc1ccc(OC)cc1)Cc1nc2ccccc2c(=O)[nH]1 | -1 | 1 | 1 | -2 | -2 | 8 | 1 | 25
33 | COC(=O)c1ccc(CSc2nc3ccccc3c(=O)n2N)cc1 | 7 | -1 | -9 | -4 | -4 | 5 | 1 | 3
34 | COc1ccc2c(c1)C(c1cccs1)=NNC(c1ccncc1)=N2 | 4 | -15 | -7 | 8 | -2 | -2 | 6 | 7
35 | Cc1ccc(C(=O)N2CCN(C)CC2)cc1S(=O)(=O)N1CCCCC1 | 19 | 3 | x | -2 | x | x | -10 | 10
36 | CN(Cc1ccccc1)C(=O)C1CCCN(Cc2cccc(Cl)c2)C1 (centres undefined) | -2 | 0 | 7 | 11&3 | -4 | 6 | -1&0 | 13
37 | CC(=O)c1ccc(Cc2ncc(C(F)(F)F)cc2Cl)s1 | 6 | 2 | 10 | 16 | -1 | 2 | 4 | 13
38 | N/C(=N\OC(=O)c1cc(-c2ccccc2)nc2ccccc12)c1ccncc1 | 1 | -31 | -33 | -7 | 10 | 16 | 22 | 4
39 | CCOC(=O)c1ccc(CSc2nncn2N)o1 | -3 | -5 | -16 | 8 | 8 | 3 | 12 | 16
40 | COc1cc(OC)cc(C(=O)NCC(=O)OCC(=O)Nc2ccc3c(c2)OCO3)c1 | -2 | -5 | 0 | -8 | -1 | 14 | 0 | 1

Next part
no. | SMILES | Gli-Sufu block | ATG4B inh | APJ antag | CXCR6 inh | APJ ag | UBC13 polyUb | EBI2 antag | CCR6 antagonist
41 | CC(C)(C)C(=O)/C=c1\[nH]c(=O)/c(=C\c2ccccc2F)s1 | -4 | -5 | 19 | 1 | -2 | 0 | 8 | 20
42 | O=C(CN1C(=O)C2C3C=CC(C3)C2C1=O)N1CCc2ccccc2C1 (centres undefined) | -7 | -5 | -17 | 6 | 1 | -4 | -3 | -2
43 | CCC(O)(CC)C(=O)N=Nc1c(O)[nH]c2ccccc12 | 1 | 3 | -14 | 7 | 0 | -11 | 1 | 1
44 | CC(OC(=O)CCN=C1NS(=O)(=O)c2ccccc21)C(=O)NC1CCCCC1C (centres undefined) | -5 | -5 | 7 | -5 | 0 | 0 | 2 | 6
45 | O=C(Nc1cccc(O)c1)c1ccccc1[N+](=O)[O-] | -6 | -2 | 10 | 7 | -4 | 4 | 2 | 1
46 | CC(C)NS(=O)(=O)c1ccc(OCC(=O)NC2CCCCCC2)cc1 | 5 | 0 | -9 | 4 | -7 | -1 | -13 | 10
47 | CC(=O)NCCNC(=O)c1ccc(Sc2ccccc2)c([N+](=O)[O-])c1 | -10 | -1 | 8 | -2 | -3 | 2 | -22 | 25
48 | COc1ccc(OC)c(/C=N\NC(=O)c2cc3c(ccc4ccccc43)o2)c1 | 0 | 1 | -79 | -9 | 20 | 5 | 10 | 11
49 | O=C(NC1CC1)C1=C[C@@H](C2CC2)C[C@@H](OCCCCO)O1 | 0 | -2 | 8 | -3 | -3 | 3 | -5 | -3
50 | O=[N+]([O-])/C=C/c1cn(Cc2ccc(F)cc2)c2ccccc12 | -4 | 18 | -4 | 5 | -3 | -10 | -52 | 31
51 | CS(=O)(=O)c1ccc2nc(NC(=O)CN3CCN(Cc4ccccc4)CC3)sc2c1 | -8 | -10 | 11 | 40* | 3 | -4 | 0 | 2
52 | O=C(OCc1nc2ccccc2s1)c1cccc(N2C(=O)CCC2=O)c1 | -1 | 1 | 23 | -12 | -1 | 2 | 8 | 3
53 | Cn1c(-c2csc(-c3ccccc3)n2)n[nH]c1=S | -10 | 2 | -10 | -2 | -4 | -5 | 11 | -4
54 | CC(C)CCNC(=O)C(CC(C)C)N(Cc1ccc2c(c1)OCO2)C(=O)c1snc(C(N)=O)c1N (centres undefined) | 6 | 0 | 9 | 1 | 0 | 11 | 19 | -6
55 | O=C(CCCCO)c1ccc(O)c(Cl)c1 | -3 | 5 | -2 | -5 | 3 | -2 | -13 | 4
56 | Cc1cc(C(=O)NNc2c(Cl)cccc2Cl)n(C(C)(C)C)n1 | -2 | 4 | 13 | 0 | 1 | -1 | -1 | 16
57 | O=C(Nc1cccc(F)c1)c1ccc2ncsc2c1 | -95 | -2 | -3 | -4 | -2 | -6 | 2 | 7
58 | CC(=O)Nc1ccc(Nc2cc(C)nc(Nc3ccc(NC(C)=O)cc3)n2)cc1 | 2 | -17 | 7 | -4 | -3 | 21 | -15 | -1
59 | CC1(c2cccc(Br)c2)NC(=O)N(CC(=O)N2CCN(C(=O)c3ccco3)CC2)C1=O (centres undefined) | -4 | -2 | 6 | -6 | -3 | 0 | 11 | -4
60 | CC(CN1CCOCC1)OC(=O)/C=C/c1ccccc1 (centres undefined) | -12 | -5 | -4 | 4 | -2 | -1 | -2 | 6

Values in list order from the list.
Entries 49–54 in APJ antag read 8, -4, 11, 23, -10, 9
Entries 49–54 in EBI2 antag read -5, -52, 0, 8, 11, 19

Continuation.
no. | SMILES | Gli-Sufu block | ATG4B inh | APJ antag | CXCR6 inh | APJ ag | UBC13 polyUb | EBI2 antag | CCR6 antagonist
61 | COc1ccc(-c2nc(CN3CCC(C(=O)NC4CCN(Cc5ccccc5)CC4)CC3)c(C)o2)cc1OC | 29 | -8 | -23 | -8 | -2 | 10 | -12 | 3
62 | CCn1c(=O)c(CCC(=O)NCC2CCCO2)c(C)c2c(C)nn(-c3ccc(C)cc3)c21 (centres undefined) | 18 | 4 | -17 | -2 | -1 | 6 | 9 | 4
63 | NC(=O)N/N=C/CCc1ccccc1 | 0 | 3 | 13 | -2 | 3 | 2 | -8 | -3
64 | COc1ccc(S(=O)(=O)NCCC(=O)NC2CCCCCCC2)cc1 | -5 | 6 | 5 | -2 | -5 | 11 | -2 | -4

7 entries out of the list, ordered by molecular weight, smallest number first.
no. | SMILES | Gli-Sufu block | ATG4B inh | APJ antag | CXCR6 inh | APJ ag | UBC13 polyUb | EBI2 antag | CCR6 antagonist
63 | NC(=O)N/N=C/CCc1ccccc1 | 0 | 3 | 13 | -2 | 3 | 2 | -8 | -3
55 | O=C(CCCCO)c1ccc(O)c(Cl)c1 | -3 | 5 | -2 | -5 | 3 | -2 | -13 | 4
57 | O=C(Nc1cccc(F)c1)c1ccc2ncsc2c1 | -95 | -2 | -3 | -4 | -2 | -6 | 2 | 7
60 | CC(CN1CCOCC1)OC(=O)/C=C/c1ccccc1 (centres undefined) | -12 | -5 | -4 | 4 | -2 | -1 | -2 | 6
64 | COc1ccc(S(=O)(=O)NCCC(=O)NC2CCCCCCC2)cc1 | -5 | 6 | 5 | -2 | -5 | 11 | -2 | -4
58 | CC(=O)Nc1ccc(Nc2cc(C)nc(Nc3ccc(NC(C)=O)cc3)n2)cc1 | 2 | -17 | 7 | -4 | -3 | 21 | -15 | -1
61 | COc1ccc(-c2nc(CN3CCC(C(=O)NC4CCN(Cc5ccccc5)CC4)CC3)c(C)o2)cc1OC | 29 | -8 | -23 | -8 | -2 | 10 | -12 | 3
